Source: PubChem
SK-BR-3 tox 24h: SK-BR-3 proliferation inhibitors; SK-BR-3 viability, CellTiter-Glo ATP luminescence, 24 h; stronger effect = lower value; viability, % at 10 µM; 0.47% of 41,000 active; AID 847;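 active = viability at or below the median of all test compounds minus 3 SD, in both replicates if run twice, cut at about 45% in these data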;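 also: 100% = median untreated cell wells and 0% = median positive control drug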
The depositor's hits bear a star. The list is partial, so the mix of outcomes need not match the whole.

SMILES	SK-BR-3 tox 24h
CC(C)N1C(=S)SC(C)(C)C1NO (stereo not given)	101.4
Cc1cc(N)ccc1-n1c(C)ccc1C	113.8
NC(N)=Nc1nc(CSCC/C(N)=N/S(N)(=O)=O)cs1	66.8
CCN(CC)CCNc1nc2ccccc2n1C	107.9
O=C(Cn1cnc2ccccc2c1=O)c1c[nH]c2ccccc12	90.4
C1CCC(n2nnnc2CN2CCCC2)CC1	78.5
COC(=O)CSC1=C(C#N)C(c2cccc(F)c2)CC(=O)N1 (stereo not given)	97.8
CCCOC(=O)C1[C@H]2C(=O)N(Cc3ccco3)C[C@]23C=C[C@H]1O3 (stereo not given in full)	107.3
COc1cccc(NC2=CC(=O)CC(C)(C)C2)c1	56.9
Cc1cc(CCN2CCC(=O)NC2=O)ccc1OC(C)C	79.9
CCOC(=O)c1[nH]c2ccc(OCC)cc2c1NC(=O)CN1CCN(c2ccccc2)CC1	92.1
CC#CCCCC(=O)Nc1ccc(C(=O)O)cc1	115.3
O=C(c1cccc(C(F)(F)F)c1)N1CCCCCC1	92.0
OCc1cn(-c2ccccc2)nc1-c1ccc(-c2nn(-c3ccccc3)cc2CO)cc1	107.0
O=c1cc(N2CCOCC2)[nH]c(=O)n1C1CCCCC1	87.2
CC(C)Cn1cnc2c(N)nc3ccccc3c21	73.2
O=C(NCCc1c[nH]c2ccccc12)C(F)(F)C(F)F	79.1
Cc1ccc2[nH]c3nc(SCCN4CCOCC4)nnc3c2c1	87.7
Cn1c(CCCOc2ccc(Cl)cc2Cl)nnc1SCC(=O)Nc1nccs1	91.0
CN1CCN(CCC(=O)Nc2ccccc2Cl)CC1	88.7
COc1ccc2nc(C)c3cc(C)oc3c2c1	100.5
CCCOc1ccc(C2/C(=C(/O)c3ccccc3)C(=O)C(=O)N2CCCN(C)C)cc1OC (stereo not given)	130.1
CCC(C)(C(=O)NC1CCCC1)N(C(=O)CNC(C)=O)c1ccccc1 (stereo not given)	79.7
Cc1ccc2c(c1)c1c(n2CC(O)Cn2c(C)nc3ccccc32)/C(=N\O)CCC1 (stereo not given)	103.7
CNc1nc(NC)nc(-n2c(C(F)(F)F)nc3ccccc32)n1	92.6
CCc1c(C)nc2[nH]nc(NC(=O)C(F)(F)F)n2c1=O	53.2
CCOc1ccc(-c2nc(C#N)c(NCC(C)C)o2)cc1	77.0
O=C(CCn1c(=O)sc2ccccc21)NCCC1=CCCCC1	90.0
COCCOC(=O)C1=C(C)NC2=C(C(=O)CC(c3cccs3)C2)C1c1ccsc1 (stereo not given)	78.5
Cc1cc(NC(=O)c2sc(Nc3cccc(C(F)(F)F)c3)nc2N)no1	87.1
CCn1c(=O)c2cc(S(=O)(=O)NCCOc3ccccc3)ccc2n(CC)c1=O	95.1
COC(=O)c1ccccc1NC(=O)Nc1cccnc1	79.5
COC(=O)c1nnn(-c2nonc2N)c1-c1cccs1	117.3
CC(=O)Oc1cc(C(C)C)c(OCCN(C)C)cc1C	94.3
CC1CC(C)CN(CC(=O)N2CCc3[nH]c4ccccc4c3C2)C1 (stereo not given)	42.9*
COc1ccc(C)cc1NC(=O)c1cnc2n(c1=O)CCS2	75.7
COc1ccc(C2c3c(oc4c(C)cc(C)cc4c3=O)C(=O)N2Cc2cccnc2)cc1OC (stereo not given)	51.1
C[C@]12CC[C@@H]3c4ccc(O)cc4CC[C@H]3[C@@H]1CCC2=O	91.9
CCOC(=O)Cn1ncc(-c2ccccc2)c1N	47.5
Cc1cc(NC(=O)c2noc3c2CCCC3)n(-c2ccccc2)n1	89.4
COc1cc2c(cc1OC)CN(C(=O)CSc1n[nH]c(N)n1)CC2	94.7
Cn1nc(C(=O)NCCN2CCOCC2)c2ccccc2c1=O	93.1
c1nc2nc3c(c(N4CCOCC4)n2n1)CCCC3	64.8
O=C(Nc1nc2ccccc2s1)C1CCCN1S(=O)(=O)c1ccc(Cl)cc1 (stereo not given)	93.6
COc1ccccc1NC(=O)CCC(=O)Nc1nnc(C(F)(F)F)s1	65.6

Compounds shown so far with an aryl methoxy group (7):
SMILES	SK-BR-3 tox 24h
COc1cccc(NC2=CC(=O)CC(C)(C)C2)c1	56.9
COc1ccc2nc(C)c3cc(C)oc3c2c1	100.5
CCCOc1ccc(C2/C(=C(/O)c3ccccc3)C(=O)C(=O)N2CCCN(C)C)cc1OC (stereo not given)	130.1
COc1ccc(C)cc1NC(=O)c1cnc2n(c1=O)CCS2	75.7
COc1ccc(C2c3c(oc4c(C)cc(C)cc4c3=O)C(=O)N2Cc2cccnc2)cc1OC (stereo not given)	51.1
COc1cc2c(cc1OC)CN(C(=O)CSc1n[nH]c(N)n1)CC2	94.7
COc1ccccc1NC(=O)CCC(=O)Nc1nnc(C(F)(F)F)s1	65.6

The list goes on.
SMILES	SK-BR-3 tox 24h
Cc1cc(N2CCN(c3ccccn3)CC2)n2nc(C)nc2n1	81.8
CC(C)Nc1nc(NC(C)C)nc(C(N)=O)n1	107.2
CCC(=O)Nc1cc(Cl)ccc1N1CCN(C(=O)CC)CC1	99.7
CC1Cn2c(nnc2-c2cccs2)S1 (stereo not given)	92.0
COc1cc(N)ccc1NC(=O)c1cccs1	109.4
CCOC(=O)N1CCN(C(=O)c2ccccc2Oc2ccccc2)CC1	82.8
O=C(Nc1ccccc1Cl)N1CCN(c2ncccn2)CC1	102.0
O=C(Nc1cccc(-c2nnc(-c3ccccc3)o2)c1)c1ccc(Br)o1	66.3
CCOc1ccc(C(=O)C2CCN(CC(=O)Nc3ccccc3N3CCOCC3)CC2)cc1	129.8
O=C(c1ccncc1)N(Cc1cc2ccccc2[nH]c1=O)C1CCCCC1	57.3
NC(=O)OCC(COC(N)=O)c1ccccc1	87.7
CC(C)c1nnc(SCc2ccc(CSc3nnc(C(C)C)n3N)cc2)n1N	99.2
CC1CCCCC1NC(=O)C1Cc2ccccc2CN1S(C)(=O)=O (stereo not given)	97.9
C=CCn1c(=N)c(C(=O)OC)cc2c(=O)n3cccc(C)c3nc21	84.2
CSCC[C@H](NC(=O)Nc1ccc(C)cc1)C(=O)O	69.3

Two compounds picked at random from those above:
SMILES	SK-BR-3 tox 24h
CC1Cn2c(nnc2-c2cccs2)S1 (stereo not given)	92.0
CSCC[C@H](NC(=O)Nc1ccc(C)cc1)C(=O)O	69.3

Later entries
SMILES	SK-BR-3 tox 24h
COc1cc(NC(=O)c2ccc(-c3ccc(Br)cc3)o2)ccc1NC(=O)C(C)C	76.3
Cn1c(C(=O)NCC2CCCO2)cc2c(=O)n3ccccc3nc21 (stereo not given)	84.6
CCC1SC2=NCN(c3ccccc3)CN2C1=O (stereo not given)	120.9
CCn1cc(C(=O)NCc2ccc(C)o2)c2cc(OC)c(OC)cc2c1=O	87.7
CCCC(=O)N1CCN(c2ccc(NC(=O)c3ccco3)cc2)CC1	94.2
Cc1cc(C(=O)Oc2ccccc2C(=O)O)c(C)o1	101.6
CCC(=O)c1ccc(OCCSc2ncccn2)cc1	93.2
COc1ccc(NC(=O)CNS(=O)(=O)c2ccccc2)cc1Cl	84.3
C1=CC2CC1CC2CNCc1ccco1 (stereo not given)	107.3
COc1ccc(C2CC(=O)C=C(NCC3CCCO3)C2)cc1 (stereo not given)	104.7
CCOC(=O)C1CCCN(C(=O)c2ccccc2NC(C)=O)C1 (stereo not given)	116.4
COc1ccccc1-c1nc(C#N)c(NCc2ccc(F)cc2)o1	96.3
Cc1ccc(-c2nnc(SCC(=O)N3CCCC3)o2)cc1C	80.3
O=c1[nH]c(-c2ccccc2O)nc2c1CCCC2	93.3
COc1cc2cc(C(c3nnnn3C3CCCC3)N3CCCCCC3)c(=O)[nH]c2cc1OC (stereo not given)	65.7
CSC1=NCCN1C(=O)c1c(F)cccc1F	91.5
COC(=O)c1nc2n(n1)C(c1ccccc1OC)C1=C(CCCC1=O)N2 (stereo not given)	86.2
CCOCCCn1cnc2c([nH]c3cc(OC)ccc32)c1=O	113.3
COc1ccc(/C(O)=C2\C(=O)C(=O)N(CCCN(C)C)C2c2ccccc2F)cc1Cl (stereo not given)	110.8
COc1ccc(S(=O)(=O)N(CC(=O)Nc2ccc3c(c2)OCO3)c2ccccc2OC)cc1	88.1
CCS(=O)(=O)N1CCCC(C(=O)NCCCOC)C1 (stereo not given)	92.9
CCOc1cc(-c2c(C#N)c(=O)[nH]c3c2c(C)nn3-c2ccc(F)cc2)ccc1O	95.7
CCOC(=O)CSc1nnc(NCC(=O)OC(C)C)c(=O)[nH]1	77.1
CCCOP(=O)(c1ccc(N(C)C)cc1)C(O)c1ccncc1 (stereo not given)	119.6
CS(=O)(=O)N(CC(=O)N1CCN(c2ccccc2)CC1)c1cccc(Br)c1	76.0
COc1ccc(Cl)cc1NC(=O)CN1CCC(n2nnc3cc(F)ccc32)CC1	134.5
O=S(=O)(c1ccccc1Cl)N1CCCC(c2nc(-c3cccnc3)no2)C1 (stereo not given)	94.8
CC(NC(=O)C(CC(=O)OC(C)(C)C)NC(=O)OC(C)(C)C)C(N)=O (stereo not given)	91.2
Cc1cc(-n2c(C)cc(C(=O)COC(=O)CN=C3NS(=O)(=O)c4ccccc43)c2C)no1	86.2
CN(CCNC(=O)C1CCN(S(=O)(=O)N2CCOCC2)CC1)CCc1ccccc1	88.1
COc1ccc(-c2nn(C)c(=O)c3ccccc23)cc1NS(C)(=O)=O	102.8
Cc1oc(CSCC2CCCO2)cc1C(=O)O (stereo not given)	96.8
Cc1ccc(OCc2nnc(SCC(=O)NCc3ccccc3)n2C)cc1	111.1
CC(=O)Nc1ccc(NC(=O)c2cccc(C(=O)OC(C)C)n2)cc1	81.8
O=C(Nc1nc(-c2ccccc2)cs1)c1cccs1	77.5
CCOC(=O)c1c(NC(=O)c2ccn(CC)n2)sc2c1CCCC2	79.0
Cc1ccc(-c2cc(C(=O)OCC(=O)Nc3cc(C)on3)c3ccccc3n2)c(C)c1	87.6
Cc1c(NC(=O)CN2C(=O)c3cccc4cccc2c34)c(=O)n(-c2ccccc2)n1C	89.8
O=C(NCc1cccnc1)c1cc(-c2cccs2)on1	76.1
CN(C)c1ccc(N/C=C/C(=O)c2ccccc2)cc1	87.7
COc1ccc(NC(=O)CSc2nnc(-c3ccccc3Cl)n2Cc2ccco2)c(OC)c1	81.6
Cc1ccc(-c2noc(CSc3nc(N)cc(N)n3)n2)cc1	97.1
O=C(O)c1ccccc1NS(=O)(=O)c1cccc2cccnc12	103.9
O=C(NC1=NCCS1)C12CC3CC(C1)CC(C(=O)NC1=NCCS1)(C3)C2	116.6
O=S(=O)(c1ccc2c(c1)OCCO2)N1CCC(n2nnc3cc(F)ccc32)CC1	85.8
O=C(O)c1ccc(CN2C(=O)c3ccccc3S2(=O)=O)cc1	99.2
COC(=O)Nc1sc2c(c1C(=O)N1CCOCC1)CCC(C)C2 (stereo not given)	103.4
O=C(c1nc2ccccc2s1)N1CCSCC1	103.9
COc1nonc1NCn1nc(C)cc1C	87.9
O=C(NC1CCN(C(=O)Nc2cccc(F)c2)CC1)C1CCCCC1	85.1
c1ccc2c(c1)CCCn1nnnc1-2	80.9
Cc1cc(NC(=O)CSc2nnc(CNc3cccc(C(F)(F)F)c3)n2Cc2ccco2)no1	53.6
O=C1CN(/N=C/c2ccc([N+](=O)[O-])o2)C(=O)N1	84.8
COc1cccc(C(=O)Oc2cc(N)n(S(=O)(=O)c3ccc(C)cc3)n2)c1OC	89.4
CCN1C(=O)c2cccc3c(S(=O)(=O)Nc4ccc(OC)cc4OC)ccc1c23	84.8
COCCCn1c(SCC(=O)NCc2ccco2)nc2sc3c(c2c1=O)CCC3	58.2
CCOc1nc(C)ccc1-c1noc(-c2ccccn2)n1	93.4
CCOC(=O)c1sc2ncn(C(CC)C(=O)OCC)c(=O)c2c1C (stereo not given)	98.3
CCn1cc(C2Nc3ccccc3C(=O)N2O)c(C)n1 (stereo not given)	93.7
O=C(Cn1nc(C(F)(F)F)c2c1CCC2)NCc1ccc(F)cc1	84.0

(next part)
SMILES	SK-BR-3 tox 24h
COc1cccc(N2CCN(CC(=O)Nc3nc4c(s3)CC(C)CC4)CC2)c1 (stereo not given)	68.2
CCOC(=O)N1CCN(c2nc3ccccc3nc2C(C#N)S(=O)(=O)c2ccc(C)cc2)CC1 (stereo not given)	92.0
O=C(NCc1ccc2c(c1)OCO2)c1cccnc1	108.2
O=C(NC1CCCC1)C1CCN(S(=O)(=O)c2cccc3cccnc23)CC1	89.8
CCOC(=O)C1CCN(S(=O)(=O)c2cc(Cl)c(C)cc2OC)CC1	93.8
Cc1cc(C)cc(Oc2ccc(N)cc2)c1	106.4
O=C(c1ccc(F)cc1)N(Cc1ccccc1)C1CCS(=O)(=O)C1 (stereo not given)	88.4
COc1ccccc1C1C(C#N)=C(N)Oc2cc(C)n(CCCn3ccnc3)c(=O)c21 (stereo not given)	100.9
CCOC(=O)Cc1[nH]nc2c1C(c1ccoc1)C(C#N)=C(N)O2 (stereo not given)	89.1
O=C(CCN1C(=O)C2C3C=CC(C3)C2C1=O)N1CCN(c2ccccc2Cl)CC1 (stereo not given)	87.5
O=C1C(Cl)=C(Nc2ccccc2O)C(=O)N1c1ccccc1	116.7
Cc1cc(C)nc(N(C#N)CN2C(=O)c3ccccc3C2=O)n1	107.6
Cc1cccc(-n2ncc3c(N)ncnc32)c1	100.8
O=C1CC(c2ccco2)CC(O)=C1C=NCCN1CCNCC1 (stereo not given)	95.2
Nc1cc(OC(=O)c2cccs2)nn1S(=O)(=O)c1ccc(F)cc1	64.7

The last 2 records of the section above come first, to join the parts.
SMILES	SK-BR-3 tox 24h
O=C1CC(c2ccco2)CC(O)=C1C=NCCN1CCNCC1 (stereo not given)	95.2
Nc1cc(OC(=O)c2cccs2)nn1S(=O)(=O)c1ccc(F)cc1	64.7
Cc1ccc(-n2ncc3c(NCc4cccnc4)ncnc32)c(C)c1	74.6
O=C(NCCNC(=O)C(F)(F)F)c1ccncc1	97.8
COC(=O)c1sc(NC(=O)C2CCCO2)c(C(=O)OC)c1C (stereo not given)	98.4
O=C(CN1CCOCC1)Nc1ncc(Br)cc1Br	94.6
C=COCCNC(=O)C1CC(=O)N(c2ccc(C)cc2)C1 (stereo not given)	84.9
CC(C)c1ccccc1N1CC(C(=O)O)CC1=O (stereo not given)	114.6
COC(=O)Cc1c(C)c2ccc(OCC(=O)N3CCOCC3)cc2oc1=O	91.8
COc1ccc(CNC(=O)c2cc(-c3ccco3)on2)cc1	78.0
